High-throughput results (PubChem)
S3 lipid droplet: qHTS Assay for Lipid Storage Modulators in Drosophila S3 Cells | Drosophila S3 cells, BODIPY lipid droplet fluorescence, 18-24 h; cells fed with added oleic acid | Potency in µM for hits, for the others lipid storage change, negative = inhibition, % at the top dose, mostly 46.1 µM | 320,000 tested, 0.64% active | AID 2685; active = well fitted inhibition curve with a large enough effect in the signal ratio, with a control signal flat, not every such curve was filed as active; inconclusive = small, poorly fitted or top-dose-only effect, or effect the other way, or a change in a side signal; the % refers to the signal ratio
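Drosophila S3 cells loaded with oleic acid (400 uM, as added) and compounds at several concentrations; lipid droplets imaged by 488-nm laser-scanning cytometry, 500–530 nm intensity and object ratio to cell channel. Percent activity normalized to 20 uM Triacsin C.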
S3 lipid droplet cell count max: also measured in S3 lipid droplet; calls as there; cell number change, %; measured here: cell count max response;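 cells counted by Cell Tracker Red CMTPX staining in the red channel; peak over a dose series mostly up to 46.1 µM; percent activity relative to internal control wells on each plate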
* = called active by the depositor; i = inactive; ? = inconclusive; . = not tested or not shown; [ ] = remark or other dose. % is set by controls: 0 for no effect and ±100 for the full control effect; potency is the fitted concentration of half-maximal effect. Some of the compounds tested. The share of hits here may be higher or lower than overall.

SMILES | S3 lipid droplet | S3 lipid droplet cell count max
COc1ccccc1N1CCN(S(=O)(=O)c2cc3[nH]c(=O)c(=O)[nH]c3cc2C)CC1 | i | 8
COc1ccc(C2CC(c3ccc(F)cc3)=NN2c2ccccc2)cc1OC (stereo unspecified) | ? | .
CC(C)C12CN3CC(C(C)C)(CN(C1)C3(C)C)C2=O | 28% | 8
Cc1cccc(C)c1NC(=O)NC1CC2CCC(C1)N2Cc1cccs1 (stereo unspecified) | i | .
O=C(C[n+]1cccc(CNC(=O)c2ccc(OC(F)F)cc2)c1)Nc1ccccc1Cl | -2% | 3
CCOc1ccc(CC(=O)N2CCN=C2SC)cc1 | ? | .
C/C(=N\NC(=O)CCCCCNC(=O)c1ccccc1)c1ccccc1O | 0% | 2
Nc1ccc(C(=O)O)cc1[N+](=O)[O-] | ? | .
CC(=O)NCCOC(=O)c1nn(Cc2ccccc2)c(=O)c2ccccc12 | ? | .
Cc1cc(-c2cccc([N+](=O)[O-])c2)nc2ccc3ccccc3c12 | -12% | -14
CCCN1C(=O)/C(=C/c2ccc(C)o2)SC1=Nc1ccc(OCC)cc1 | 7% | -9
Cc1cc(Cl)ccc1OCC(=O)NNC(=O)C1CCN(c2ncnc3sc(C)c(C)c23)CC1 | ? | .
CC(=O)Nc1ccc(S(=O)(=O)N2CCSC2c2ccc(Cl)cc2)cc1 (stereo unspecified) | ? | .
Cc1cc(=O)nc2c3ccccc3n(CC(=O)NC3CCCCC3)n12 | ? | .
CCN(CC)CCn1c2c(c(SCC(=O)Nc3cc(C)cc(C)c3)nc1=O)CCC2 | i | 8
O=C(CCCC(=O)OCC(=O)c1cccs1)Nc1ccc(F)cc1 | -4% | -8
Cc1cc(NC(=O)c2cccs2)ncc1NC(=O)C(C)(C)C | 3% | 21
COc1ccc([C@@H]2[C@@H]3C(=O)N(C(C)(C)C)C(=O)[C@@H]3[C@]3(C)C(=O)N(c4cccc(C)c4)C(=O)N23)cc1 | ? | .
Cc1ccc(C)c(-c2csc(NC(=O)c3c(C)noc3C)n2)c1 | ? | .
CC(C)(C)C(=O)NNC(=O)c1cnccn1 | -12% | 3
Nc1nonc1-c1noc(CCCOc2ccc(Cl)cc2Cl)n1 | ? | .
CCN(C(=O)c1cc2c(=O)n3ccccc3nc2n1C)C1CCCCC1 | ? | .
O=C(CNS(=O)(=O)c1cccs1)NCc1ccc(F)cc1 | ? | .
CC(C)CC(C(=O)NCc1ccccn1)N1C(=O)c2ccccc2C1=O (stereo unspecified) | 7% | -10
CS(=O)(=O)NCCOc1ccc(S(=O)(=O)N2CCCc3ccccc32)cc1 | 8% | -3
COc1ccc(/C=N/N=C2/NC(=O)C(CC(=O)O)S2)cc1OCc1ccc(Cl)cc1 (stereo unspecified) | 0% | 12
CCO[C@@H]1OC(C(N)=O)=C[C@H](c2cn(C(C)=O)c3ccccc23)[C@H]1CCCO | 6% | 16
Cc1cc(OC(F)F)ccc1NC(=S)NCCc1ccccc1 | ? | .
COc1cccc(C(C(=O)NC2CCCC2)N(Cc2ccco2)C(=O)c2ccco2)c1OC (stereo unspecified) | -6% | -20
CC(C(=O)Nc1ccc(F)c(F)c1F)N(C)Cc1cccs1 (stereo unspecified) | -15% | 26
CCCOc1cccc(C(=O)NCCCNC(=O)c2ccccn2)c1 | ? | .
O=C(c1ccccc1)c1cc(F)c(N2CCOCC2)cc1Cl | ? | .
COc1cc(NC(=O)c2ccccc2)c(OC)cc1NC(=O)Cc1ccc(Br)cc1 | ? | .
CCC(C)NS(=O)(=O)c1ccc(OCC(=O)Nc2ccc(F)cc2F)cc1 (stereo unspecified) | 4% | 0
CCOC(=O)c1cc(NC(=O)Nc2cc(C)ccn2)c(C)nc1C | ? | .
CCN(CC(=O)NCCc1ccc(S(N)(=O)=O)cc1)Cc1nc2ccccc2c(=O)[nH]1 | 6% | 5
CC(=O)Cc1nsc(NC(=O)c2ccc(F)cc2)n1 | 2% | 2
CC1C(=O)C(C)C(c2ccc([N+](=O)[O-])cc2)NC1c1ccc([N+](=O)[O-])cc1 (stereo unspecified) | -9% | -9
O=C(Cc1cccs1)N1CCN(c2ccc(F)cc2)CC1 | 11% | 0
CC(C)CCNC(=O)c1cc2c(=O)n3ccccc3nc2s1 | ? | .
CC1CNc2c(cccc2S(=O)(=O)N[C@@H](CCCN=C(N)N)C(=O)N2CC[C@@H](C)C[C@@H]2C(=O)O)C1 (stereo partly specified) | ? | .
CCc1c(C(=O)c2ccc(Cl)cc2)oc2c(C)c3oc(=O)cc(C)c3cc12 | -12% | 10
CCN(CC)S(=O)(=O)c1ccc(NC(=O)CN(c2ccc(OC)cc2OC)S(C)(=O)=O)cc1 | ? | .
COc1ccc(S(=O)(=O)NNC(=O)Nc2ccc(F)cc2F)c(OC)c1 | ? | .
Cc1ccccc1OCCC(=O)OCC(=O)NC1CCS(=O)(=O)C1 (stereo unspecified) | ? | .
O=C(NNC1CC(=O)N(c2ccc(Cl)cc2)C1=O)c1ccco1 (stereo unspecified) | ? | .
COc1ccccc1N1CCN(C(CNS(=O)(=O)c2cc(F)ccc2F)c2cccnc2)CC1 (stereo unspecified) | ? | .
C=CCSc1nnc2c(n1)OC(c1ccco1)Nc1ccccc1-2 (stereo unspecified) | ? | .
C=CCOc1ccc(C(=O)Nc2ccc(OCC)cc2)cc1 | 20%[9.22 µM] | 0
COc1ccc(C2(C)NC(=O)N(CC(=O)Nc3ccc4ccccc4c3)C2=O)cc1OC (stereo unspecified) | ? | .
COc1ccc(Cn2nnnc2C(c2ccc(C)cc2)N2CCN(C3CCCC3)CC2)cc1 (stereo unspecified) | ? | .
O=[N+]([O-])c1ccc2c(c1)C(N1CCOCC1)/C(=C/C1(O)CCCCC1)O2 (stereo unspecified) | 1% | .
Cc1nnc(SCC(=O)NNC(=O)c2ccc(Br)cc2)n1C | -4% | -12
CCC(=O)N1CCc2cc(S(=O)(=O)CCC(=O)Nc3cccc(C)n3)ccc21 | 5% | 10
CCC(C(=O)Nc1c2c(nn1C(C)(C)C)CS(=O)(=O)C2)c1ccccc1 (stereo unspecified) | ? | .
O=C(Cn1nc(-c2ccc3c(c2)OCCO3)ccc1=O)Nc1ccc(N2CCOCC2)cc1 | 10% | 3
COc1ccc(S(=O)(=O)N2CCN(c3nc4ccccc4nc3-n3nc(C)cc3C)CC2)cc1 | i | -1
Cc1cc(C)c(OCC(=O)Nc2ccc(N3CCOCC3)cc2)c(Br)c1 | ? | .
CNc1c([N+](=O)[O-])cnn1-c1ccc(F)cc1 | ? | .
COC(=O)c1c(NC(=O)CCNCc2ccco2)sc2c1CCC2 | 0% | -16
Going on with the list.
SMILES | S3 lipid droplet | S3 lipid droplet cell count max
O=C(CC1C(=O)NCCN1Cc1ccc(-c2ccccc2)cc1)NCCOc1cccnc1 (stereo unspecified) | 3% | 0
CC(CNc1ccccc1O)C(=O)O (stereo unspecified) | ? | .
CC(C)=CCCC1(C)C=Cc2c(ccc3c2[nH]c2cc(O)c(C)cc23)O1 (stereo unspecified) | ? | .
Cc1ncsc1CCSc1nc2ccccc2c(=O)n1C | ? | .
O=C(O)c1ccc(N2C(=O)CC(Cc3ccccc3)C2=O)cc1 (stereo unspecified) | ? | .
Cc1ccc(C(=O)NCCNc2ccc([N+](=O)[O-])cc2C(F)(F)F)cc1 | 21% | 8
COC(=O)[C@H](C)NC(=O)Nc1cccc(C)c1 | ? | .
O=c1cc(CSc2nnc(-c3cccs3)n2Cc2ccccc2)nc2sc3ccccc3n12 | ? | .
CCN(CC)S(=O)(=O)c1ccc(C)c(NC(=S)NNC(=O)C2CC2)c1 | 23% | -11
CCCCC(CC)CNC(=O)/C=C/c1ccc(F)cc1 (stereo unspecified) | ? | .
Cc1ccccc1-n1c(=O)cc(N2CCC3(CC2)OCCO3)[nH]c1=O | 2% | 7
Cc1cc(OC(C)C(=O)NCCCN2CCOCC2)c2c(C)cc(=O)oc2c1 (stereo unspecified) | i | 22
CCn1cc(C(=O)NCc2ccc(OC)cc2)c(=O)c2ccc(C)nc21 | ? | .
Cc1ccc(NC(=O)C2CCCN2C(=O)NC2CCCCC2)cc1C (stereo unspecified) | ? | .
Nc1c(Cl)cc(-c2csc(N3CCCC3c3nc4cc(Cl)c(Cl)cc4n3CCOCCO)n2)cc1Cl (stereo unspecified) | i | 20
COc1ccc(C2C3=C(CCCC3=O)Nc3nc(C(F)(F)F)nn32)cc1OC (stereo unspecified) | ? | .
CCOC(=O)CNC(c1ccccc1)c1cc(Br)ccc1NC(C)=O (stereo unspecified) | -5% | 6
CC(C)Cc1nc(N2CCOCC2)c(C#N)c2c1CCC2 | ? | .
CC(Sc1n[nH]c(=O)n1Cc1ccccc1)C(=O)NC1CCCCC1C (stereo unspecified) | ? | .
O=C(NC1CCCC1)c1cc(-c2cccs2)on1 | i | 18
OC[C@H]1OC(O)C[C@@H](O)[C@@H]1O (stereo partly specified) | 2% | -2
CCOC(=O)CC1C(=O)NCCN1C(=O)COc1ccc(Br)cc1C (stereo unspecified) | -5% | .
O=c1[nH]c(Cc2ccccc2)nc2scc(-c3ccccc3)c12 | ? | .
Cc1cc(C)n(-c2ccc(C(=O)OCC(=O)Nc3ccc([N+](=O)[O-])cc3)cc2)n1 | ? | .
Cc1sc2nc(CN(Cc3cccs3)C(=O)NC3CCCCC3)[nH]c(=O)c2c1C | 12% | -24
O=c1sc2ccccc2c(N2CCN(c3ccccc3)CC2)c1[N+](=O)[O-] | ? | .
CCCC[n+]1ccn(C2=C([O-])c3ccccc3C(=O)/C2=N\S(=O)(=O)c2ccccc2)c1 | ? | .
CCOc1ccccc1OCCCC(=O)NNC(=O)c1cc(C)oc1C | -1% | -5
Cc1ccnn1CCC(=O)N1CCCC(CCC(=O)NCc2ccccc2F)C1 (stereo unspecified) | -9% | -15
O=C(CSc1cccc2cccnc12)Nc1cccc(S(=O)(=O)N2CCOCC2)c1 | ? | .
COc1ccc(N)cc1S(=O)(=O)Nc1ccccc1Cl | 11% | .
COc1cccc(NC(=O)C(=O)NCCC2CCCCN2S(=O)(=O)c2ccccc2)c1 (stereo unspecified) | 9.2µM* | -3.8*
C/C(Cl)=C/Cn1c(NCCN(C)C)nc2c1c(=O)n(C)c(=O)n2C | ? | .
CCc1cccc(NC(=O)CCS(=O)(=O)c2ccc(Br)cc2)c1 | ? | .
CCC(=O)Nc1ccc2nc(C3CC3)n(Cc3ccc(C(C)(C)C)cc3)c(=O)c2c1 | ? | .
Cc1onc(-c2c(F)cccc2Cl)c1C(=O)NNC(=O)C1CCN(Cc2ccccc2)CC1 | ? | .
C=CCn1c(P(=O)(O)c2ccccc2)nc2ccccc21 | ? | .
COc1ccc([C@H]2CC(=O)C=C(/C=C/Cc3ccccc3)C2)cc1 | ? | .
NC(=O)C1CCCN(C(=O)NC2CCCCC2)C1 (stereo unspecified) | 17% | -12
Cc1nc(CNC(=O)C2CCC(=O)N(Cc3cccc(F)c3)C2)sc1C (stereo unspecified) | -21% | 9

Complete entries from above. Values in the order: S3 lipid droplet | S3 lipid droplet cell count max
CC(=O)Cc1nsc(NC(=O)c2ccc(F)cc2)n1 as listed: 2% | 2
CCc1c(C(=O)c2ccc(Cl)cc2)oc2c(C)c3oc(=O)cc(C)c3cc12 as listed: -12% | 10

The listing continues.
SMILES | S3 lipid droplet | S3 lipid droplet cell count max
CCN(CC(=O)Nc1c(F)cccc1F)C(=O)c1ccc(C#N)cc1 | 11% | 11
O=C(NN1CCCCC1)c1cccc2ccccc12 | ? | .
COc1cc(-c2ccc(NC(=O)NC3CC3)c(OC)c2)ccc1NC(=O)NC1CC1 | 3% | 10
CC(/C=C/c1ccco1)=N\NC(=O)COc1ccc(C)c(C)c1 | ? | .

Of the compounds above, these have a thiophene ring, fused or not.
SMILES | S3 lipid droplet | S3 lipid droplet cell count max
Cc1cccc(C)c1NC(=O)NC1CC2CCC(C1)N2Cc1cccs1 (stereo unspecified) | i | .
Cc1cc(Cl)ccc1OCC(=O)NNC(=O)C1CCN(c2ncnc3sc(C)c(C)c23)CC1 | ? | .
O=C(CCCC(=O)OCC(=O)c1cccs1)Nc1ccc(F)cc1 | -4% | -8
Cc1cc(NC(=O)c2cccs2)ncc1NC(=O)C(C)(C)C | 3% | 21
O=C(CNS(=O)(=O)c1cccs1)NCc1ccc(F)cc1 | ? | .
CC(C(=O)Nc1ccc(F)c(F)c1F)N(C)Cc1cccs1 (stereo unspecified) | -15% | 26
O=C(Cc1cccs1)N1CCN(c2ccc(F)cc2)CC1 | 11% | 0
CC(C)CCNC(=O)c1cc2c(=O)n3ccccc3nc2s1 | ? | .
COC(=O)c1c(NC(=O)CCNCc2ccco2)sc2c1CCC2 | 0% | -16
O=c1cc(CSc2nnc(-c3cccs3)n2Cc2ccccc2)nc2sc3ccccc3n12 | ? | .
O=C(NC1CCCC1)c1cc(-c2cccs2)on1 | i | 18
O=c1[nH]c(Cc2ccccc2)nc2scc(-c3ccccc3)c12 | ? | .
Cc1sc2nc(CN(Cc3cccs3)C(=O)NC3CCCCC3)[nH]c(=O)c2c1C | 12% | -24
